Assay outcomes (PubChem)
PglD DTNB: PglD (C. jejuni) enzyme inhibition; purified PglD enzyme, DTNB colorimetric CoA detection; inhibition, % at 12.5 µM; actives 0.098% (n = 360,000); AID 602405; in the data active = inhibition above about 16%, passing the limit was not always enough; also: strong numbers were not always called active
esBAF inh: SWI/SNF esBAF complex inhibition; mouse ES cells, Bmi1-luciferase knock-in reporter, 24 h; 100% = twice the neutral-well signal; reporter increase, % at 12.5 µM; actives 2% (n = 350,000); AID 602393; in the data active = activation above about 40%;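 also: 0% = median of the plate's neutral control wells and 100% = double that signal; a rise in the Bmi1 reporter signal indicates esBAF inhibition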
ARNT-TACC3 inh: disrupts binding between human ARNT and TACC3 | Q9Y6A5 | AlphaScreen His-ARNT PAS-B/GST-TACC3 binding, luminescence; TACC3 fragment carries E629A point mutation | inhibition, % at 9.99 µM | actives 0.66% (n = 390,000) | AID 623870;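 active = mean inhibition of replicates at least 50% and at least half of replicates each reaching 50%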;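 also: 0% = complete ARNT plus TACC3 wells and 100% = ARNT alone without TACC3; many hits fall short of the cut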
Casp6 inh: inhibitors of human caspase-6. purified caspase-6, Z-VEID-R110 cleavage fluorescence. inhibition, % at 12.5 µM. actives 0.53% (n = 350,000). P55212. AID 686996;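 active = mean inhibition across replicates at least about 35%, with every replicate also reaching that limit, limit read from the data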;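 also: 0% = median of neutral control wells and 100% = no fluorescence left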
Target sequence (P55212 24-179 limits assumed): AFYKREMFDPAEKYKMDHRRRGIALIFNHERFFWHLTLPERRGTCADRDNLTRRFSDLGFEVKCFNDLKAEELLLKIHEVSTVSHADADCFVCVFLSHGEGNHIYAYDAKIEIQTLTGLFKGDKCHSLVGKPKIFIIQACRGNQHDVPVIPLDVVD
Target sequence (P55212 194-293 limits assumed): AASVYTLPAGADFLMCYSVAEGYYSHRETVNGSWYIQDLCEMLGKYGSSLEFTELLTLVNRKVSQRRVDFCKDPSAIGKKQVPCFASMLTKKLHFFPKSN
E-sel inducer: E-selectin induction on HUVECs | activation, % at 7.58 µM | actives 0.37% (n = 260,000) | HUVEC E-selectin immunofluorescence imaging; normalized: neutral wells 0, TNF-alpha wells 100 | P16581;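 active = mean E-selectin-positive cell signal at least 10% of the positive control, reached in at least 60% of replicates, without over 20% cell loss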;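 also: in these data hits start at about 27%; measured in HUVEC primary endothelial cells; signal is the percent of cells scored E-selectin positive by PE staining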
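Test system – human umbilical vein endothelial cells (HUVEC), E-selectin induction · Input – 3,000 HUVEC seeded per well · Buffer or medium – EGM-2, gelatin · Compound dosing – single-point compound dose · Detection – immunofluorescence imaging · Measure – percent E-selectin-positive cells · Controls – TNF-alpha high, DMSO low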
ERp5 block: blocks human ERp5 reductase activity on insulin; ERp5 insulin aggregation, absorbance 650 nm, 90 min; inhibition, % at 9.99 µM; actives 0.05% (n = 350,000);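 active = mean replicate inhibition above about 25%, with every replicate also reaching it, limit read from the data, passing the limit was not always enough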
RAD52 anneal inh: inhibitors of human RAD52 DNA annealing; inhibition, % at 18.7 µM; actives 0.46% (n = 360,000); recombinant RAD52 DNA annealing, FRET fluorescence; P43351;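 active = every replicate showing at least 50% inhibition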
Target sequence (P43351 whole entry, looked up): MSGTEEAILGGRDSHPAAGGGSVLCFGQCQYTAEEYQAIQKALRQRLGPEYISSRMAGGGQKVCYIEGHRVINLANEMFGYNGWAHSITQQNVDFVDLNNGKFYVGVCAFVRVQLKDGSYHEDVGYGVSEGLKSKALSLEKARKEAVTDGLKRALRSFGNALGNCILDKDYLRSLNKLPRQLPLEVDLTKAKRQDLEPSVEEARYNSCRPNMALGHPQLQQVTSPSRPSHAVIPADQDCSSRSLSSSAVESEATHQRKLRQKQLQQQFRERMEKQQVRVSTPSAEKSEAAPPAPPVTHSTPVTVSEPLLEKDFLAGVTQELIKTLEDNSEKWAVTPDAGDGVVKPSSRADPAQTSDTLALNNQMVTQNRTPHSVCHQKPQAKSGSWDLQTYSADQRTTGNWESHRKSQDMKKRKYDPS
RAD54 branch: RAD54 (human) branch migration inhibition. Q92698. RAD54 Holliday junction branch migration, FAM/BHQ fluorescence. inhibition, % at 10.4 µM. actives 0.14% (n = 360,000). AID 602329;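 active = mean normalized replicate activity at least 40 and at least half of replicates scoring 40 or more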;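 also: 0% = median of neutral control wells and 100% = median of positive control wells; inhibitors cause a drop in the FAM fluorescence signal; in these data hits start at about 50%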
The depositor's hits bear a star; i = inactive; x = not tested or not shown.

SMILES | PglD DTNB | esBAF inh | ARNT-TACC3 inh | Casp6 inh | E-sel inducer | ERp5 block | RAD52 anneal inh | RAD54 branch
Cc1cc(NC(=O)COC(=O)[C@H](Cc2ccccc2)NC(=O)c2ccco2)no1 | x | x | -5 | 0 | 0.6 | 3 | -20 | x
COCC1CCN(C(=O)c2cc(COc3cccc4cnccc34)on2)CC1 | 3 | -16 | -1 | -2 | x | 3 | -10 | 5
Oc1ccc(/C=N/n2c(COc3ccccc3)n[nH]c2=S)cc1O | x | x | 9 | 14 | 0.2 | -5 | -2 | x
CC(C)CCNc1nc(N)c([N+](=O)[O-])c(N2CCCCCC2)n1 | -4 | -7 | -24 | 2 | 1.1 | 1 | -2 | 4
CCOC(=O)N1CCN(C(=O)CNC(=O)c2ccccc2F)CC1 | 1 | 32 | -3 | -2 | 0.2 | 3 | -7 | -4
CCCCS(=O)(=O)N1CCCC(C(=O)Oc2ccc(Cl)cc2)C1 (stereo unspecified) | -6 | -13 | 0 | 0 | -0.1 | -7 | -9 | -5
CSc1nc(N)nc2c1ncn2CC(=O)NCC(c1ccccc1)c1ccccc1 | 6 | 4 | -1 | 3 | 0.0 | 1 | -3 | 2
COc1cccc(NC(=O)CN2CCN(c3ccc(F)cc3)CC2)c1 | -6 | -13 | 2 | x | x | x | x | -21
COc1ccc(C2CC(=O)C=C(NNS(=O)(=O)c3ccc(C)cc3)C2)cc1 (stereo unspecified) | x | x | 2 | 2 | x | 3 | -7 | x
COc1ccc(C#Cc2ccc3c(c2)[C@]2(C(=O)N3)[C@H](C(=O)N3CCc4cc(OC)c(OC)cc4C3)[C@H]3C(=O)O[C@H](c4ccccc4)[C@H](c4ccccc4)N3[C@@H]2c2ccc(O)cc2)cc1 | 1 | x | 21 | 0 | x | -1 | 3 | 2
O=C(O)CCC(=O)N1N=C(c2c(-c3ccccc3)c3cc(Cl)ccc3[nH]c2=O)CC1c1ccccc1 (stereo unspecified) | x | x | 6 | 1 | -0.2 | -15 | -9 | x
C/C=C(\C)C(=O)NCCN1C2=NC[C@H](Cc3ccc(O)cc3)N2C[C@H]1Cc1ccc(O)cc1 | -2 | 0 | -8 | -8 | 0.8 | 1 | -1 | -7
O=C1c2cc(Cl)ccc2-c2c(O)cc(Cl)cc21 | 2 | -4 | -12 | 0 | -4.4 | 2 | -6 | 6
CCOC(=O)[C@]12CCC=C1N(CCC1=CCCCC1)C(=O)[C@H](CC(=O)NCCCN1CCCC1=O)C2 | x | x | x | -2 | 0.0 | -1 | -4 | x
Cc1ccc(-c2nn(-c3ccccc3)cc2C(=O)Nc2cccc(S(=O)(=O)NC3=NCCC3)c2)cc1 | 4 | 25 | x | 2 | x | 8 | -22 | 4
Cc1ccc(NC(=O)NC2CC(=O)N(c3ccc4c(c3)OCCO4)C2)cc1C (stereo unspecified) | -2 | -14 | 0 | -1 | -0.3 | -2 | -8 | 7
CN1CCS/C1=C\C=C1/SC(=S)N(CC(=O)O)C1=O | x | x | 3 | 20 | x | 2 | i | x
COc1ccc(OC)c(CN2CCN(C(=O)c3cc4ccccc4cc3O)CC2)c1 | 1 | 6 | 5 | 1 | -0.1 | 1 | -7 | -5
CO[C@H]1CN(C)C(=O)c2cc(NC(=O)NC(C)C)ccc2OC[C@@H](C)N(Cc2ccc(-c3ccccn3)cc2)C[C@H]1C | -1 | 1 | 3 | -2 | 0.1 | 6 | -6 | -10
CCN1CC2([N+](=O)[O-])C=CC(=O)C([N+](=O)[O-])(C1)C2CC(=O)c1ccccc1 (stereo unspecified) | 6 | -8 | -2 | x | x | x | x | -11
COc1ccc(CCNC(=O)C2CCCN(Cc3nc(-c4ccccc4C)oc3C)C2)cc1OC (stereo unspecified) | -3 | -6 | -18 | x | x | x | x | 1
COc1ccc(NC(=O)Nc2ccc3c(c2)C(=O)N([C@@H](C)CO)C[C@@H](C)[C@@H](CN(C)C(=O)Cc2ccccc2)OCCCC[C@H](C)O3)cc1 | -3 | -1 | -10 | 6 | 0.0 | 1 | -9 | -4
CCOC(=O)/C=c1\s/c(=C(\C#N)C(=O)NC)n(-c2ccccc2)c1=O | -6 | -18 | 13 | x | x | x | x | -20
COc1ccc(NC(=O)N[C@@H]2CC[C@@H](CCNC(=O)c3ccccc3F)O[C@@H]2CO)cc1 | 0 | 1 | -2 | 4 | -0.1 | 1 | -20 | -5
O=C(c1cnccn1)N1CC(=O)N2[C@H](C1)[C@H](c1ccc(C#CC3CCCC3)cc1)[C@@H]2CO | x | x | x | 2 | -0.5 | -3 | -10 | x

(further entries)
SMILES | PglD DTNB | esBAF inh | ARNT-TACC3 inh | Casp6 inh | E-sel inducer | ERp5 block | RAD52 anneal inh | RAD54 branch
O=C(Cn1nnc(-c2ccccc2NC(=O)c2ccccc2F)n1)NC1CCCC1 | -4 | 3 | 2 | -5 | x | 1 | -14 | -6
Cc1ccc(NCC(=O)Nc2ccc(Br)cc2)cc1F | x | x | -4 | -3 | -1.0 | 0 | -6 | x
O=C(NCCN1CCCCC1)Nc1ccc(F)c(Cl)c1 | -1 | -3 | -1 | x | x | x | x | 4
O=C(CN1CCCCC1)NCCNc1ccc(C(F)(F)F)cc1[N+](=O)[O-] | x | x | 4 | -1 | x | 4 | -2 | x
O=C1c2ccccc2C(=O)N1CCCc1cn(C[C@H]2CC[C@H](Cn3cc(CCCN4C(=O)c5ccccc5C4=O)nn3)O2)nn1 | -4 | 0 | 2 | 0 | -0.2 | 4 | -10 | -8
COC(=O)CNC(=O)Cn1ccc2ccccc2c1=O | 5 | -10 | -2 | x | x | x | x | 3
Cn1cccc1Cc1nnc(SCC(=O)Nc2nccs2)n1CCc1ccccc1 | -4 | 4 | 5 | -1 | 0.2 | 3 | -147 | -7
N/C(=N\NC(=O)c1ccc(F)cc1)c1cc2ccccc2oc1=O | x | x | 2 | -5 | 3.9 | 2 | -9 | x
O=C(COc1ccccc1)N/N=C/c1sc(=O)n(Cc2cccc(C(=O)O)c2)c1Cl | x | x | 3 | 14 | -0.1 | 7 | -132 | x
Cn1cc2cc([N+](=O)[O-])ccc2n1 | x | x | -10 | -2 | x | 3 | 6 | x
COc1cc(NC(=O)CSCC(=O)Nc2cccc(C(F)(F)F)c2)c(Cl)cc1Cl | 3 | -7 | -4 | 4 | x | 6 | -14 | 1
Cc1cc(NC(=O)c2ccc(F)cc2)ccc1NC(=O)c1ccco1 | -3 | -3 | 2 | -3 | x | 1 | -13 | 0
Cn1c(CNS(=O)(=O)c2ccc(Cl)cc2)n[nH]c1=S | 1 | -2 | -10 | x | x | x | x | 11
COC(=O)C1(Cc2cc(-c3ccc(Cl)cc3)no2)CCN(C(=O)OC(C)(C)C)CC1 | -1 | 3 | 1 | 1 | x | -2 | -68 | -7
O=C(O)c1cccc2c1C(=O)N(c1ccc3c(c1)Cc1ccccc1-3)C2=O | 1 | -7 | -2 | 0 | 0.1 | 0 | -13 | 3
O=C(C[C@@H]1CC[C@@H]2NC[C@H](O)COC[C@H]2O1)Nc1nccs1 | -5 | 5 | 1 | 0 | x | 2 | 2 | 4
O=C(COC(=O)c1ccc(S(=O)(=O)N2CCc3ccccc3C2)cc1)NC1CCS(=O)(=O)C1 (stereo unspecified) | 6 | -5 | x | 1 | x | -6 | -25 | -2
O=C(CSc1nc(-c2ccccc2)cc(C(F)(F)F)n1)NCc1ccco1 | -3 | -1 | 0 | -3 | x | -1 | -2 | 11
O=C(COC(=O)c1ccc(Br)cc1)NC(=O)NCc1ccccc1 | -6 | -7 | 3 | 1 | 0.1 | 3 | -7 | -9
O=C(CN1C(=O)NC2(CCCCC2)C1=O)N1CCN(c2ncccn2)CC1 | -1 | 1 | -1 | 0 | 0.5 | 0 | -2 | -8
COc1ccc(CN2C(=NC(=O)C3CC3)SC3CS(=O)(=O)CC32)cc1OC (stereo unspecified) | 4 | -1 | 1 | -2 | -1.1 | -1 | -3 | 4
Cc1ccccc1Nc1nc(N)nc(CSc2nncn2C)n1 | 1 | 7 | 3 | 3 | -0.8 | 6 | -8 | 3
CC1CCN(CCOc2cc(Cl)ccc2Cl)CC1 | -21 | -10 | -15 | -9 | x | -1 | -10 | 0
CCN1CCN(C(=O)c2[nH]c3ccc(OC)cc3c2C)CC1 | 3 | -3 | -12 | 0 | x | 5 | -13 | 2
O=C(CNC(=O)c1ccc(Br)o1)Nc1ccc(N2CCCCCC2)cc1 | -4 | 24 | -1 | 0 | x | 2 | -9 | 6

A section from the list above, as a working copy:
SMILES | PglD DTNB | esBAF inh | ARNT-TACC3 inh | Casp6 inh | E-sel inducer | ERp5 block | RAD52 anneal inh | RAD54 branch
Cc1ccc(NCC(=O)Nc2ccc(Br)cc2)cc1F | x | x | -4 | -3 | -1.0 | 0 | -6 | x
O=C(NCCN1CCCCC1)Nc1ccc(F)c(Cl)c1 | -1 | -3 | -1 | x | x | x | x | 4
O=C(CN1CCCCC1)NCCNc1ccc(C(F)(F)F)cc1[N+](=O)[O-] | x | x | 4 | -1 | x | 4 | -2 | x
O=C1c2ccccc2C(=O)N1CCCc1cn(C[C@H]2CC[C@H](Cn3cc(CCCN4C(=O)c5ccccc5C4=O)nn3)O2)nn1 | -4 | 0 | 2 | 0 | -0.2 | 4 | -10 | -8
COC(=O)CNC(=O)Cn1ccc2ccccc2c1=O | 5 | -10 | -2 | x | x | x | x | 3

Next part
SMILES | PglD DTNB | esBAF inh | ARNT-TACC3 inh | Casp6 inh | E-sel inducer | ERp5 block | RAD52 anneal inh | RAD54 branch
Cc1noc(C)c1NC(=O)Nc1ccc2c(c1)C(=O)N(C)[C@@H]1CC[C@H](CC(=O)N[C@@H]3CCN(Cc4ccccc4)C3)O[C@H]1CO2 | 5 | -2 | 6 | -2 | -0.1 | -1 | 15 | -4
Cn1c(=O)[nH]c(=O)c2[nH]c(CN3CCN(C(=O)c4ccco4)CC3)nc21 | -1 | -8 | 43 | x | x | x | x | -8
COc1c2occc2c(OC)c2c(=O)cc(C(F)(F)C(F)(F)F)oc12 | 1 | 3 | -73 | 2 | x | -1 | 4 | 2
O=C(O)CCC(=O)N1N=C(c2ccccc2)CC1c1ccc2nccnc2c1 (stereo unspecified) | -2 | x | -2 | 0 | x | -1 | -4 | -4
CCC(C)Sc1nc2c(c(=O)[nH]1)C(c1cccs1)C1=C(CCCC1=O)N2 (stereo unspecified) | 1 | 0 | -2 | -4 | 0.3 | 4 | -93 | 4
CCOc1cc2c(C)cc(=O)oc2cc1Cl | 4 | -3 | -7 | 4 | x | -2 | 1 | -1
CCOC(=O)c1c(C)c(C(=O)NCc2ccco2)c(C)n1CC | -2 | -15 | -2 | 10 | x | 4 | -5 | -12
CC(=O)c1ccc(NC(=O)CCc2c(C)nn(-c3ccc(N4CCOCC4)nn3)c2C)cc1 | -6 | 36 | 6 | 3 | x | 3 | 3 | 3
Cc1ccc(S(=O)(=O)N2CCOCC2)cc1C(=O)c1nccn1C | x | x | -1 | -2 | 0.0 | -2 | -6 | x
CCOc1ccc(-c2cc(C(=O)OC)[nH]n2)cc1 | x | x | -3 | 2 | 15 | -2 | 0 | x

Three compounds already listed, ordered by their value in ERp5 block, largest number first.
compound	ERp5 block
CCC(C)Sc1nc2c(c(=O)[nH]1)C(c1cccs1)C1=C(CCCC1=O)N2 (stereo unspecified)	4
O=C(O)CCC(=O)N1N=C(c2ccccc2)CC1c1ccc2nccnc2c1 (stereo unspecified)	-1
CCOc1ccc(-c2cc(C(=O)OC)[nH]n2)cc1	-2
